High-throughput results deposited in PubChem BioAssay by National Center for Advancing Translational Sciences (NCATS).
JMJD2A Tudor inh = qHTS Assay for Inhibitors of JMJD2A-Tudor Domain. Potency, µM (doses to about 114 µM), for inactives: at the top dose activity change, negative = inhibition, usual class: inhibitors. AID 504339, 2011. AlphaScreen JMJD2A-Tudor / H3K4me3 peptide binding. hit rate 4.4% among 390,000. Lysine-specific demethylase 4A (Homo sapiens), O75164; also: potency is read from the fitted curve at half-maximal effect; % is scaled to controls: 0 for no effect and ±100 for the full control effect; nearly all actives have a fitted effect of over 50% in size
Tb PGK inh = qHTS Assay to Find Inhibitors of Phosphoglycerate Kinase | Phosphoglycerate kinase, glycosomal (Trypanosoma brucei brucei), P07378 | PGK/GAPDH coupled, Kinase-Glo luminescence, 60 min | Potency, µM (series often up to 57.5 µM), for the others: at the highest dose activity change, negative = inhibition, actives largely listed as inhibitors | hit rate 0.043% among 380,000 | AID 602233, 2012; also: potency is read from the fitted curve at half-maximal effect; % is scaled to controls: 0 for no effect and ±100 for the full control effect; nearly all actives have a fitted effect of over 60% in size
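Recombinant glycosomal PGK reaction used 1,3-bisphosphoglycerate generated in-well by GAPDH (100nM final) in 100mM TEA pH 7.6, 5mM MgCl2, 0.01% Tween-20. After 60 minutes at room temperature, ATP was read by Kinase-Glo Plus luminescence end-point.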
G9a inh = qHTS Assay for Inhibitors of Histone Lysine Methyltransferase G9a. AID 504332, 2011. G9a H3K9 monomethylation, AlphaScreen, 2 h. Potency, µM (titrated, usually from 102 µM), inactives show top-dose activity, negative = inhibition, hits mostly inhibitors. hit rate 8.8% among 350,000; also: potency is read from the fitted curve at half-maximal effect; % is scaled to controls: 0 for no effect and ±100 for the full control effect; nearly all actives have a fitted effect of over 75% in size
Target sequence (Q96KQ7 913-1193 limits assumed): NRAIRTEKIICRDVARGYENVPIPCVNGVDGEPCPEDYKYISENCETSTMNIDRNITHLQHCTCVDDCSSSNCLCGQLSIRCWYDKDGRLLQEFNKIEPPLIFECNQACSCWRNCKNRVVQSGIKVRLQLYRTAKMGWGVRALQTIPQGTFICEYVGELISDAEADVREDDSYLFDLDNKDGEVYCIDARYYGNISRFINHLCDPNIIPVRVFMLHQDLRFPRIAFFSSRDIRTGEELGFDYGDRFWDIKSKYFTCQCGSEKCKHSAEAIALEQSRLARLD
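Quantitative HTS format: methyltransferase activity on a biotin-tagged H3K9 peptide is measured by AlphaScreen, using a rabbit anti-monomethyl-H3K9 antibody with streptavidin donor and anti-IgG acceptor beads. Final levels are 20 nM enzyme, 500 nM peptide, 20 uM SAM; 2 h RT.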
GLS inh = qHTS for Inhibitors of Glutaminase (GLS) | Glutaminase kidney isoform, mitochondrial (Homo sapiens), O94925 | GLS enzymatic activity, qHTS titration | Potency, µM (series often up to 45.5 µM), for the others: at the top dose activity change, negative = inhibition, usual class: inhibitors | hit rate 0.21% among 410,000 | AID 624170, 2012; also: potency is read from the fitted curve at half-maximal effect; % is scaled to controls: 0 for no effect and ±100 for the full control effect
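hKGA in 45 mM KH2PO4 pH 8.2, 0.02% Tween-20 with pin-transferred compounds; 1 mM L-glutamine (stock) plus glutamate oxidase/HRP/Amplex Red coupling added. Fluorescence read initially and after 30 min at RT.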
PI4K2A inh = qHTS for small molecular inhibitors of PI4K2A; activity change, negative = inhibition, % at 76.9 µM; purified PI4K2A, ADP-Glo luminescence, 1 h; hits give low values; hit rate 0.13% among 420,000; Phosphatidylinositol 4-kinase type 2-alpha (Homo sapiens), Q9BTU6; AID 1346378, 2018; in the data active = activity change below about -50%; inconclusive = mostly about -30% to -49%;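 also: -100% = wells without enzyme as full effect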
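ADP-Glo luminescence measured ADP generated by PI4K2A enzyme (4 ug/mL before mixing) with 1.2 mM PI substrate (pre-mix) and 300 microM ATP (pre-mix). Tris pH7.5 buffer with MgCl2, Triton X-100; 1 h reaction at ambient temperature.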
POLH inh = qHTS for Inhibitors of Polymerase Eta; Potency, µM (doses to about 114 µM), without a hit: at the top dose activity change, negative = inhibition, most hits filed as inhibitors; hit rate 1.2% among 390,000; recombinant Pol eta, fluorescent DNA replication assay; also: potency is read from the fitted curve at half-maximal effect; % is scaled to controls: 0 for no effect and ±100 for the full control effect
Target sequence (Q9Y253 whole entry, looked up): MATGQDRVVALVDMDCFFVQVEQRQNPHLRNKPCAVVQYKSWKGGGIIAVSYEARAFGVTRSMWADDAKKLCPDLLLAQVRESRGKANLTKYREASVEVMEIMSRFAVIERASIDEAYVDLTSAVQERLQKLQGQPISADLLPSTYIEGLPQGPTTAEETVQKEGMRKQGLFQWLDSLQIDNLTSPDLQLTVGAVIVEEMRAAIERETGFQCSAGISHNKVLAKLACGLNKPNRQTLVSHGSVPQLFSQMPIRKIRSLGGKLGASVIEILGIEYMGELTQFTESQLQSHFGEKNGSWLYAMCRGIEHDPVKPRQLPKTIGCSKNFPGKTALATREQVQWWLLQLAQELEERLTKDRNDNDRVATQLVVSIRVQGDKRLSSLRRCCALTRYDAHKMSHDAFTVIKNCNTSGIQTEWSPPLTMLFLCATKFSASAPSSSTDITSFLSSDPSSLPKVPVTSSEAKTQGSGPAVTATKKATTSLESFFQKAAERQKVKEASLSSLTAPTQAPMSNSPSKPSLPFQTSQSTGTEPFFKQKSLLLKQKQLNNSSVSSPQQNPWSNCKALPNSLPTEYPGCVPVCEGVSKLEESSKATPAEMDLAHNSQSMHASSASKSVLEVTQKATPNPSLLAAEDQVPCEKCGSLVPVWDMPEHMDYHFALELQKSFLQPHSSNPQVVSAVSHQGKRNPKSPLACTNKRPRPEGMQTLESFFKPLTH
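Pol eta at 10 nM preincubated with compounds 15 min at room temperature; reaction started with fluorescent substrate (50 nM final) and read kinetically at 0 and 10 min.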
BAZ2B block = qHTS Assay for Inhibitors of BAZ2B. AID 504333, 2011. Potency, µM (doses to about 114 µM), without a hit: at the highest dose activity change, negative = inhibition, actives largely listed as inhibitors. AlphaScreen BAZ2B-H3K14Ac peptide displacement. hit rate 4.4% among 360,000. Bromodomain adjacent to zinc finger domain protein 2B (Homo sapiens), Q9UIF8; also: potency is read from the fitted curve at half-maximal effect; % is scaled to controls: 0 for no effect and ±100 for the full control effect; nearly all actives have a fitted effect of over 60% in size
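AlphaScreen luminescence quantifies BAZ2B engagement of H3K14Ac peptide; the protein and biotinylated peptide are both at 50 nM final, buffer PBS pH 7.4 with 0.01% Tween-20, all steps at room temperature.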
Pin1 inhibitor = qHTS Assay to Find Inhibitors of Pin1; Peptidyl-prolyl cis-trans isomerase NIMA-interacting 1 (Homo sapiens), Q13526; hit rate 0.009% among 390,000; Pin1 FP peptide displacement, HiFluor488, 10 min; Potency, µM (highest dose often 115 µM), inactives show at the top dose activity, negative = inhibition, actives largely listed as inhibitors; AID 504891, 2011; active = well fitted inhibition curve with a large enough effect in the polarisation, with a control signal flat, not every such curve was filed as active; inconclusive = small, poorly fitted or top-dose-only effect, or effect the other way, or a change in a side signal; inactive = no such curve, though single readings can be large or run the other way; the % refers to the polarisation; also: potency is read from the fitted curve at half-maximal effect; % is scaled to controls: 0 for no effect and ±100 for the full control effect
HP1b binding inh = HTS for Inhibitors of HP1-beta Chromodomain Interactions with Methylated Histone Tails | AlphaScreen HP1-beta / biotin-H3K9me3 peptide binding | Potency, µM (titrated, usually from 114 µM), without a hit: at the highest dose activity change, negative = inhibition, hits mostly inhibitors | hit rate 0.56% among 390,000 | Chromobox protein homolog 1 (Homo sapiens), P83916; also: potency is read from the fitted curve at half-maximal effect; nearly all actives have a fitted effect of over 70% in size; inactives centre near 23
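HP1-beta protein (50 nM final) preincubated 30 min at room temperature with biotinylated H3(1-18)K9me3 peptide (50 nM) in PBS pH 7.4, 0.01% Tween-20, then compound added for 30 min. AlphaScreen streptavidin donor/nickel chelate acceptor beads (10 ug/mL final), 30 min dark, luminescence read.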
* marks the source's active call; other numbers are inactive results; i = inactive; ? = inconclusive; . = not tested or not shown; [ ] = dose if it differs, or a comment. Unless noted, calls follow the shape of the dose curve; as a rule, active = well fitted curve in the direction sought with a large enough effect; inconclusive = small, poorly fitted or top-dose-only effect, or another doubt; inactive = no such curve, though single readings can be large; an effect the other way counts as inactive or inconclusive. Only part of the results is shown. The share of hits here may be higher or lower than overall.

No.	canonical_smiles	POLH inh	Tb PGK inh	JMJD2A Tudor inh	HP1b binding inh	BAZ2B block	Pin1 inhibitor	G9a inh	GLS inh	PI4K2A inh
1	COc1ccc(CCN2CC(C(=O)Nc3cc(S(C)(=O)=O)ccc3Cl)CC2=O)cc1OC (stereo not given)	-16%	-4%	-11%	9%	-7%	2%	7%	4%	18
2	Cc1ccccc1NC(=O)/C(C#N)=C/c1ccc(Cl)cc1Cl	-6%	i	-23%	4%	-31%	0%	-34%[59 µM]	-1%	5
3	Cc1cc(NC(=O)CN2C(=O)c3ccccc3C2=O)no1	-17%	i	-5%	24%	2%	2%	-4%[12.7 µM]	-4%	4
4	Cc1cc(C)c2nc(-c3cccc(Cl)c3)c(C)c(C(=O)N3CCOCC3)c2c1	-7%	2%	-21%	0%	-32%	?	-8%	11%	-21
5	CC(C)CCN1CCN(Cc2ccc(Oc3ncccn3)cc2)CC1CCO (stereo not given)	-8%	0%	-4%	17%[57 µM]	-14%	?	11%	0%	1
6	CC(=O)Nc1nn(C)c2nc(C)cc(C)c12	-14%	3%	-2%	25%	-9%	-3%	-8%[59 µM]	-6%	2
7	O=[N+]([O-])c1ccc(N2CCSCC2)cc1	-6%	0%	-16%	15%	-23%	7%	4%	12%	-1
8	COc1cc(/C=N/Nc2nn3cnnc3c3ccccc23)cc(OC)c1OC	?	-1%	-19%	17%	-7%	?	-5%[59 µM]	24%	-1
9	CCOC(=O)c1cccc(NC(=O)NC(C)c2c(-n3cccc3)sc3c2CCN(C)C3)c1 (stereo not given)	-13%	2%	?	6%	?	?	?	-21%	-2
10	CCOc1cc(N2CCOCC2)c(OCC)cc1NC(=O)CN1CCSC1=O	-10%	-11%	-28%	2%	-17%	-1%	-18%[2.33 µM]	21%	-9
11	O=C(NN=C1CCCC1)c1[nH]c2ccc(Br)cc2c1-c1ccccc1	-26%	-3%	-28%	25%	-11%	-1%	.	-5%	3
12	COc1cc(/C=N/Nc2ccccn2)cc(OC)c1O	-17%	-6%	-25%	15%	-17%	0%	28µM*	?	-5
13	O=C(NC1CCCC1)C(c1ccc(Cl)cc1)N(Cc1ccc(F)cc1)C(=O)CCl (stereo not given)	?	1%	-32%	21%	7%	-10%	0%[59 µM]	8%	-2
14	COc1ccc(CNC(=O)c2cc(=O)c3cc(C)cc(C)c3o2)cc1	-12%	4%	-2%	28%	-12%	3%	-2%	18%	3
15	CCCN(CC1CC1)c1nc(N)c(C#N)c(CC#N)c1C#N	-15%	i	12%	39%[activator]	-9%	11%	4%[59 µM]	-7%	8
16	CCOc1ccc(S(=O)(=O)N(C)C2CCCCC2)cc1	-11%	-4%	46%[activator]	80%[activator]	1%	-1%	101%[activator]	-4%	4
17	COc1cc(/C=C(\C#N)C(=O)Nc2cc(C(F)(F)F)ccc2Cl)ccc1OCC(=O)Nc1cccc(C(F)(F)F)c1	-9%	-5%	-20%	19%	-1%	72%[activator]	19%[59 µM]	4%	-4
18	Cc1onc(-c2ccccc2)c1C(=O)Nc1cccc(C#N)c1	-5%	i	-8%	60%[activator]	4%	-2%	-6%[59 µM]	0%	0
19	O=[S@]1Oc2ccccc2-c2ccccc21	-19%	i	-9%	35%[activator]	.	-2%	.	-5%	-3
20	COc1ccc(-c2c(C(F)(F)F)nn(C)c2NC(=O)CSCC(=O)O)cc1	0%	-3%	-17%	5%	-15%	-4%	9%	3%	1
21	O=C(Nc1cccc(C(F)(F)F)c1)C1C2CC3OC(=O)C1C3C2 (stereo not given)	-11%	i	1%	20%	9%	-4%	15%[12.7 µM]	0%	-1
22	Cc1cccc(-c2oc3ccc(-c4ccc5c(c4)OCO5)cc3c2C#Cc2cncn2C)c1	-4%	i	?	16%	-26%	0%	8%[0.501 µM]	-1%	2
23	CCCCN(CC)CCNC(=O)C1CCN(c2nnc(C)c3c(C)n(-c4ccc(C)cc4)nc23)CC1	-7%	0%	-2%	31%	-16%	60%[activator]	?	3%	1
24	COc1ccc(-c2nnc(SCC(=O)NC3CCCCC3)n2N)cc1	10%	-2%	-10%	34%	7%	-2%	45µM*	7%	2
25	CCNS(=O)(=O)c1ccc(NC(=O)c2ccccc2SCCOC)cc1	-11%	-10%	7%	-24%	21%	0%	16µM*	-2%	-2
26	NS(=O)(=O)c1cccc(NC(=O)c2cccnc2Oc2ccccc2)c1	8%	2%	-8%	12%	2%	3%	-5%	10%	1
27	Cc1ccc(-c2ccc(CN3C(C(C)C)C(=O)N(Cc4cn(CCC5OCCO5)nn4)CCS3(=O)=O)cc2)cc1 (stereo not given)	-9%	-3%	.	.	.	.	.	-3%	-2
28	N#Cc1cccc(C(=O)Nc2cc(S(=O)(=O)N3CCOCC3)ccc2N2CCCC2)c1	0%	-5%	-3%	17%	.	1%	.	12%	0
29	Cc1ccc(S(=O)(=O)N2CCCC(C(=O)NCc3ccco3)C2)cc1Cl (stereo not given)	-13%	-4%	-6%	22%	0%	3%	13%[59 µM]	-8%	7
30	CC1(C(=O)NC2CCCC2)CCC(=O)N1Cc1ccccc1Cl (stereo not given)	4%	i	-8%	12%	-12%	3%	27%[59 µM]	8%	3

G9a inh: what is marked active above
No.	canonical_smiles	POLH inh	Tb PGK inh	JMJD2A Tudor inh	HP1b binding inh	BAZ2B block	Pin1 inhibitor	G9a inh	GLS inh	PI4K2A inh
12	COc1cc(/C=N/Nc2ccccn2)cc(OC)c1O	-17%	-6%	-25%	15%	-17%	0%	28µM*	?	-5
24	COc1ccc(-c2nnc(SCC(=O)NC3CCCCC3)n2N)cc1	10%	-2%	-10%	34%	7%	-2%	45µM*	7%	2
25	CCNS(=O)(=O)c1ccc(NC(=O)c2ccccc2SCCOC)cc1	-11%	-10%	7%	-24%	21%	0%	16µM*	-2%	-2

(cont.)
No.	canonical_smiles	POLH inh	Tb PGK inh	JMJD2A Tudor inh	HP1b binding inh	BAZ2B block	Pin1 inhibitor	G9a inh	GLS inh	PI4K2A inh
31	CCOC(=O)c1ccc(N(C(=O)c2cnccn2)C(C(=O)NC2CCCCC2)c2cn(C)nc2C)cc1 (stereo not given)	8%	-4%	7%	19%	1%	0%	-19%[2.33 µM]	.	0
32	COc1ccc(C2C(Oc3ccccc3C)C(=O)N2Cc2ccc(F)cc2)cc1OC (stereo not given)	-13%	i	-12%	32%[activator]	1%	2%	-11%[59 µM]	1%	-2
33	CCC1=NN(C(=O)c2ccccc2O)C(O)(c2ccccc2)C1 (stereo not given)	-18%	-10%	7.1µM*	13%	50µM*	-1%	3%	10%	-7
34	CCOC(=O)Cc1nn2c(=O)cc(C)nc2s1	?	-8%	-11%	6%	79µM*	4%	3%[12.7 µM]	4%	-18
35	CC1CCCCC1NC(=O)C1Cc2ccccc2CN1S(C)(=O)=O (stereo not given)	-6%	-5%	-4%	13%	8%	4%	3%[12.7 µM]	8%	-5
36	CC1CN(C2CCN(C(=O)c3cccc(Cl)c3)CC2)CC(C)O1 (stereo not given)	-9%	-14%	8.9µM*	?	-32%	-1%	91%[activator][59 µM]	2%	2
37	Cc1ccc(NC(=O)Cc2ccc(Cl)cc2)nc1	-19%	-10%	-1%	8%	.	1%	.	-1%	2
38	COc1ccc(Br)cc1CN(C)C(=O)c1ccccc1SCC(=O)N1CCCC1	-4%	2%	-12%	16%	.	-2%	.	8%	2
39	Cc1ccc(NC(=O)CSc2nnc(C)c(=O)n2N)cc1Cl	5%	-8%	-11%	23%	2%	-6%	68%[activator]	1%	-3
40	COc1ccc(-c2nn(-c3ccccc3)cc2C(=O)Nc2nccs2)cc1OC	-8%	1%	?	-1%	-31%	2%	3%[59 µM]	-1%	0

Entries from the list above containing a furan ring, fused or not (2):
No.	canonical_smiles	POLH inh	Tb PGK inh	JMJD2A Tudor inh	HP1b binding inh	BAZ2B block	Pin1 inhibitor	G9a inh	GLS inh	PI4K2A inh
22	Cc1cccc(-c2oc3ccc(-c4ccc5c(c4)OCO5)cc3c2C#Cc2cncn2C)c1	-4%	i	?	16%	-26%	0%	8%[0.501 µM]	-1%	2
29	Cc1ccc(S(=O)(=O)N2CCCC(C(=O)NCc3ccco3)C2)cc1Cl (stereo not given)	-13%	-4%	-6%	22%	0%	3%	13%[59 µM]	-8%	7

The listing continues:
No.	canonical_smiles	POLH inh	Tb PGK inh	JMJD2A Tudor inh	HP1b binding inh	BAZ2B block	Pin1 inhibitor	G9a inh	GLS inh	PI4K2A inh
41	COc1ccc(-n2c(SCC(=O)NNC(=O)c3ccc(C)cc3)nnc2-c2ccncc2)cc1	-23%	i	-4%	41%[activator]	-6%	1%	7%[59 µM]	10%	0
42	COc1ccc(Cc2nnc(NS(=O)(=O)c3ccc(NC(C)=O)cc3)s2)cc1	-9%	3%	7%	25%	7%	-3%	-21%	2%	4
43	Cn1cnnc1SCC(=O)Nc1ccccc1	-15%	7%	-9%	45%[activator]	-2%	1%	24%[59 µM]	-2%	-2
44	OC1CNc2c(ccc3ccccc23)C1 (stereo not given)	-3%	-3%	-25%	6%	.	-13%	.	27%	-1
